Cneo AK release: Cryptococcus neoformans lysis via adenylate kinase release. C. neoformans lysis, adenylate kinase release luminescence, 4 h; normalised: neutral wells 0, clomiphene wells 100. lysis activity, % at 15 µM. 360,000 compounds, 0.2% hits. AID 651654;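 active means mean lysis activity across replicates of at least 80%, whatever share of replicates individually reach that level; inactive means mean lysis activity below 80%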
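Test system: log-phase Cryptococcus neoformans yeast cells; Quantity: yeast cell density of 5 × 10^6 cells/mL; Buffer or medium: YPD; Doses: single compound concentration per well; Timing: 4 h at 37 °C static, read 1 h later; Measured by: AK luminescence; Read-out basis: lysis from increased AK signal; Control set: Clomiphene as positive control.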
SIRT5 inh: blocks human SIRT5 desuccinylation of peptide; Q9NXA8; inhibition, % at 15 µM; 330,000 compounds, 1.1% hits; Purified SirT5, succinyl-peptide AMC, trypsin-coupled fluorescence; in the data active means inhibition above about 15%; inconclusive means no clear call, values can overlap the other calls
Target sequence (Q9NXA8 whole entry, looked up): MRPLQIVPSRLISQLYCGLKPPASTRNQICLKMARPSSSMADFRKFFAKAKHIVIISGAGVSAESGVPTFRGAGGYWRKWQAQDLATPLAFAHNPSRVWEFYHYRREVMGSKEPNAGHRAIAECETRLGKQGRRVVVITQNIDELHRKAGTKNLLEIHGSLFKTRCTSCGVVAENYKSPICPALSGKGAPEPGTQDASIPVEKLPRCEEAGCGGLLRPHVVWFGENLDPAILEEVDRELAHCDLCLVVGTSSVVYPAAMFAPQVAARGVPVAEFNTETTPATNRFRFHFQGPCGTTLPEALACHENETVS
miR-122 sensor: inhibitors of miR-122 in Huh7 cells; activation (reporter increase), % at 12.5 µM; 340,000 compounds, 0.3% hits; AID 602342; Huh7 miR-122 Renilla luciferase sensor, 48 h; neutral wells = 0, positive control = 100;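 active means mean replicate activation score at least 90 and every replicate individually at or above 90; inconclusive means only one of the two criteria met; inactive means neither criterion met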;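 further: higher luciferase means less miR-122 activity so hits act as miR-122 inhibitors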
ARNT-TACC3 inh: disruptors of human ARNT/TACC3 interaction; Q9Y6A5; AlphaScreen His-ARNT PAS-B/GST-TACC3 binding, luminescence; TACC3 fragment carries E629A point mutation; inhibition, % at 9.99 µM; 390,000 compounds, 0.66% hits; AID 623870;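 active means mean inhibition of replicates at least 50% and at least half of replicates each reaching 50%; inconclusive means half or more replicates reach 50% but mean below 50%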;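 further: 0% = complete ARNT plus TACC3 wells and 100% = ARNT alone without TACC3; many hits fall short of the cut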
esBAF inh: blocks esBAF chromatin remodeling in mouse ES cells; Bmi1-luciferase knock-in reporter, 24 h; 100% = twice the neutral-well signal; reporter increase, % at 12.5 µM; 350,000 compounds, 2% hits; AID 602393; in the data active means activation above about 40%; inconclusive means no clear call, values can overlap the other calls;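 further: 0% = median of the plate's neutral control wells and 100% = double that signal; a rise in the Bmi1 reporter signal indicates esBAF inhibition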
ERp5 block: ERp5 (human) disulfide isomerase inhibition; Q15084; inhibition, % at 9.99 µM; AID 651711; ERp5 insulin aggregation, absorbance 650 nm, 90 min; 350,000 compounds, 0.05% hits;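 active means mean replicate inhibition above about 25%, with every replicate also reaching it, limit read from the data, passing the limit was not always enough; inconclusive means only one of those two criteria met; inactive means neither criterion met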
Target sequence (Q15084 whole entry, looked up): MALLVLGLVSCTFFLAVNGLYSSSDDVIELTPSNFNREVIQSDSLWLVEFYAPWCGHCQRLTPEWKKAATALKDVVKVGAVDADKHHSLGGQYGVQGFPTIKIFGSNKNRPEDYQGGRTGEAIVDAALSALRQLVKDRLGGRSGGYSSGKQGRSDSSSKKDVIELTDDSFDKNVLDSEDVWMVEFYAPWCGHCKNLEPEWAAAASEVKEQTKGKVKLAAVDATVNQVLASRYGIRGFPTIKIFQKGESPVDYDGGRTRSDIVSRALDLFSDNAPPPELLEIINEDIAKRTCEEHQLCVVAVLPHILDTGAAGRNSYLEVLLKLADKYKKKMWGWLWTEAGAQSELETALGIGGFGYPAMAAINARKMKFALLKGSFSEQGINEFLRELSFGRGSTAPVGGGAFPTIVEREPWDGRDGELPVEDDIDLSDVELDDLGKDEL
Statin myotox sup: protects C2C12 myotubes from simvastatin toxicity. ATP luminescence, 48 h; scaled: DMSO 0, geranylgeraniol control 100. rescue of ATP level, % at 7.49 µM. 330,000 compounds, 0.78% hits;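 active means mean ATP rescue above about 67%, or every replicate alone reaching that limit, limit read from the data, passing the limit was not always enough; inconclusive means no clear call, values can overlap the other calls; inactive means mean under the limit and some replicate under it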;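 further: myotubes were challenged with 10 µM simvastatin during compound exposure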
* marks the source's active call; other numbers are inactive results; ? = inconclusive; . = not tested or not shown; [ ] = another dose, or the depositor's remark.

SMILES	Cneo AK release	SIRT5 inh	miR-122 sensor	ARNT-TACC3 inh	esBAF inh	ERp5 block	Statin myotox sup
CC(C)NC(=O)Nc1ccc2c(c1)C(=O)N([C@H](C)CO)C[C@H](C)[C@@H](CN(C)Cc1ccncc1)OCCCC[C@@H](C)O2	1.0	-0.9	-3.2[16.7 µM]	-5.0	.	0.6	.
Cc1cccc(NC(=O)c2cccc(C(=O)Nc3cccc(C)c3)c2)c1	0.7	-5.8	-2.3	-9.4	0.4	-1.1	-31.9
Cc1[nH]nc2c1C(c1cccc(O)c1)C1=C(CC(C)(C)CC1=O)N2 (stereo unspecified)	.	.	-5.8	-20.8	9.2	.	?
CS(=O)(=O)c1ccc2nc(NC(=O)c3ccc(N4CCCC4=O)cc3)sc2c1	0.0	-7.7	3.3	3.5	-4.7	-0.4	-2.7
COc1ccc(CNC(=O)CN2CCN(C(c3ccccc3)c3ccccc3)CC2)cc1	.	9.3	0.4	0.4	.	-5.2	.
COc1ccccc1N1CCN(C(=O)CSc2ccc3c(C)cc(C)nc3n2)CC1	2.0	.	-3.3	.	9.8	.	-12.3
COc1ccc(NC(=O)CCCCCN2C(=O)[C@@H]3Cc4ccccc4CN3C2=O)cc1Cl	-1.3	-5.3	-3.3	0.1	-1.6	3.2	1.0
O=C(O)c1ccc(N=N/C(=N\Nc2ccc(C(=O)O)cc2)c2ccccc2)cc1	-0.6	5.2	-7.6	.	1.6	-2.2	-2.1
O=C(CSc1nc(O)cc(=O)n1-c1ccccc1)Nc1ccc(Br)cn1	-0.4	-1.4	-3.3	-15.2	-6.2	-3.0	9.2
CC1(C)CC(=O)c2cc(OCC(=O)O)ccc2O1	-0.1	-5.4	-1.9	-13.0	6.1	5.8	-9.2
Cc1cc(C)c(S(=O)(=O)N2CCCC2=O)c(C)c1N(C)S(C)(=O)=O	0.7	-2.3	-3.0	9.2*	0.1	2.5	-7.1
COc1ccc(C2CC(C(F)(F)F)n3ncc(C(=O)NCC4CCCO4)c3N2)cc1OC (stereo unspecified)	-1.6	.	.	3.3	-2.8	.	13.5
CCN(CC)S(=O)(=O)c1cccc(NC(=O)CN2C(=O)NC3(CCC(C)CC3)C2=O)c1 (stereo unspecified)	0.1	1.1	6.1	-4.1	-4.1	3.2	-13.8
Cc1csc(NC(=O)c2ccc(N3CCCC3=O)cc2)n1	.	-2.3	.	15.3	.	4.0	.
N#Cc1ccccc1S(=O)(=O)N1CCN(c2ccc(S(=O)(=O)N3CCOCC3)cn2)CC1	1.0	.	2.8	-1.1	10.9	.	7.8
O=C1NCCCCC1NS(=O)(=O)c1cccc(C(F)(F)F)c1 (stereo unspecified)	2.4	-3.0	-1.5	-2.8	-3.1	-1.7	4.6
O=c1oc2ccccc2c2c1nnn2CCO	1.7	-2.7	-0.7	0.8	2.5	4.5	0.0
CC(OC(=O)C1=COCCO1)C(=O)Nc1ccc(Cl)cn1 (stereo unspecified)	-2.0	3.9	-3.7	-7.9	.	-3.4	28.4
CN(C)CC(=O)N[C@@H]1CC[C@H](CCn2cc(C3CCCCC3)nn2)O[C@H]1CO	-4.7	-0.7	-0.4[16.7 µM]	-1.7	0.9	-2.2	0.6
O=C(Nc1ccc(Cl)cc1)Nc1ccc(Br)cn1	-0.5	-3.2	.	-4.0	?	3.0	-14.9
Cc1cccc(NC(=O)Nc2c(C)[nH]c(=O)[nH]c2=O)c1C	-0.8	-4.9	-4.3	-5.1	-1.0	-0.1	-1.0
C=CCn1c(SCc2nc3sc(C(=O)O)c(C)c3c(=O)[nH]2)nnc1-c1ccc(C(C)(C)C)cc1	-1.9	7.7	8.1	-5.1	-19.1	-6.3	-27.3
O=C(Nc1cccc(F)c1)Nc1ccc2c(c1)OCO2	-3.3	-1.3	-8.7	-5.0	49.6*	-3.0	-12.2
CN(C)c1ccc(/C=N/NC(=S)NCc2ccco2)cc1	-5.5	-3.0	1.0	12.4	32.6	2.4	-1.7
C=CCn1c(SCc2nc3cc(C(F)(F)F)ccc3c(=O)[nH]2)nc2sc(CC)cc2c1=O	3.4	.	-8.7	-8.4	0.2	.	-3.8
Other records follow:
SMILES	Cneo AK release	SIRT5 inh	miR-122 sensor	ARNT-TACC3 inh	esBAF inh	ERp5 block	Statin myotox sup
COc1ccc2oc(=O)cc(CN3CCN(Cc4ccc(OC)c(OC)c4OC)CC3)c2c1	3.0	0.9	-6.7	5.7	5.2	-4.1	122.9*
CCOC(=O)N1CCN(S(=O)(=O)c2ccc(OCC)c(C)c2)CC1	-0.1	.	-2.2	-13.7	.	.	.
CCOc1cccc(CN2CCC(N3CCC(C(=O)NCC4CCCO4)CC3)CC2)c1 (stereo unspecified)	0.2	20.8*	1.4	1.7	-2.2	1.9	7.9
C[C@@H]1CN([C@@H](C)CO)C(=O)CCCn2cc(nn2)CO[C@H]1CN(C)Cc1ccc2c(c1)OCCN2C	-10.2	-2.1	-3.7[16.7 µM]	-6.9	-1.1	-2.5	-1.6
CCCNC(=O)C[C@@H]1C[C@H]2c3cc(NC(=O)Nc4ccc(F)cc4)ccc3O[C@H]2[C@@H](CO)O1	1.4	-1.7	-6.4[16.7 µM]	-11.8	5.5	-2.1	3.7
O=C(Nc1ccccc1)c1cccc(N2C(=O)C3C4C=CC(C4)C3C2=O)c1 (stereo unspecified)	2.1	-2.4	-2.7	-3.9	18.7	-3.4	-13.0
N=C1C(c2ccccc2)=C(O)CN1c1cccc(S(N)(=O)=O)c1	6.6	-5.1	-3.8	.	-4.8	2.3	-0.9
O=C(Nc1cccc(C(F)(F)F)c1)C(SCCO)c1ccccc1 (stereo unspecified)	1.0	.	10.5	16.0	.	.	.
O=C(NCc1ccccn1)Nc1cccc(Cl)c1	-2.9	1.7	-0.6	16.0	39.2	4.6	0.0
Cc1noc(C)c1S(=O)(=O)Nc1ccc2c(c1)C(=O)N([C@H](C)CO)C[C@H](C)[C@@H](CN(C)C(=O)Nc1ccccc1)OCCCC[C@@H](C)O2	-8.4	6.8	4.9[16.7 µM]	-8.1	-3.1	2.1	.
Nc1c(C(=O)NC2CCCCC2)nsc1C(=O)OCC(=O)NC1CCCCC1	1.7	.	-7.3	1.7	21.5	.	4.7
CCCCCCCC(=O)OCC(O)CO (stereo unspecified)	0.9	-2.3	7.3	0.3	-3.0	1.3	1.0
COC(=O)[C@@]1(C)[C@H]2C(=O)N(C)C(=O)[C@H]2[C@H]2CN(C)C(=NC3CCCCC3)N21	-1.0	-1.0	-7.5	-7.9	-6.1	-5.0	-0.3
O=C(COc1cccc(F)c1)N1c2ccccc2Sc2ccccc21	1.9	.	-5.8	4.2	.	.	.
COc1cnc(SCCC(F)=C(F)F)[nH]c1=O	.	-4.3	1.0	2.8	-2.6	-7.7	3.8
Cc1ccc(C)c(NC(=O)c2nnn(Cc3ccccc3C)c2N)c1	1.4	.	10.6	-5.8	2.7	.	9.1
O=C(NC1CC1)C1=C[C@H](c2ccc3c(c2)OCO3)C[C@H](OCc2ccc(CO)cc2)O1	0.3	.	-10.4	-2.9	4.5	0.0	1.6
O=C(O)c1[nH]c2ccc(Cl)cc2c1CCN1C(=O)c2ccccc2C1=O	.	0.8	1.8	3.6	-0.4	-7.1	9.0
O=C(C=C(C(=O)c1ccccc1)c1ccccc1)c1ccccc1	-0.8	.	43.1	1.2	7.7	-3.2	-13.5
COc1ccccc1C1CCN(Cc2ccccc2Cl)CC1	-1.8	-5.7	-4.8	-3.6	-14.2	-4.5	3.6
CSc1cc(-c2ccccc2)n(Cc2ccc(Cl)cc2Cl)c(=O)c1C#N	-1.4	.	0.8	-21.3	-4.6	.	0.9
CC1(C(=O)Nc2ccc3c(c2)OCO3)Cc2c(-c3ccc4c(c3)OCO4)ccnc2O1 (stereo unspecified)	-18.6	-2.2	-2.7	.	-2.4	3.7	-49.2
COC(=O)c1ccc2[nH]c(C(C)(C)O)c(C)c2c1	-1.4	.	-3.6	0.0	56.8*	1.8	3.4
O=C(N[C@H]1CC[C@H](CCNC(=O)C2CCC2)O[C@H]1CO)c1ccncc1	-2.5	3.7	.	-2.7	-1.6	-3.7	4.4
COc1ccccc1CNc1nc(NCc2ccccc2)nc2ccsc12	-0.3	0.0	-1.5	.	5.4	8.1	-14.8
Later entries:
SMILES	Cneo AK release	SIRT5 inh	miR-122 sensor	ARNT-TACC3 inh	esBAF inh	ERp5 block	Statin myotox sup
C=CCNC(=O)CSc1nc2cc(C(=O)OCC)ccc2n1CC	0.7	-1.0	-4.5	-1.8	-1.1	-10.8	17.9
O=C(CSc1ncccn1)Nc1cc(Cl)ccc1[N+](=O)[O-]	.	-3.7	.	-2.7	.	4.8	.
COC(=O)c1c(-c2ccc(OC)cc2)oc2ccc(-c3cc(OC)c(OC)c(OC)c3)cc12	13.9	22.8*	-4.4	-7.0	6.5	-2.5	-14.0
CC1CCC(NC(=O)CN2CCN(S(=O)(=O)c3ccc(Br)s3)CC2)CC1 (stereo unspecified)	0.2	.	-1.4	.	1.4	-0.7	-1.1
CN(c1ccc(OCC(=O)NC2=NCCS2)cc1)S(=O)(=O)c1ccc(F)cc1	-0.6	-0.1	0.9	-2.9	-4.0	-6.4	9.6
O=C(CSc1nc(-c2ccccc2)cs1)NCCN1C(=O)CSC1=O	-0.6	-3.1	-4.3	-4.6	17.4	4.9	9.1
Fc1ccc(-c2csc(-c3ccccn3)n2)cc1F	.	-4.4	.	-6.0	.	3.3	.
O=C(CN1CCN(C(=O)c2cncn2-c2ccc(F)cc2)CC1)Nc1ccccc1C(F)(F)F	0.9	-0.3	.	.	4.0	-0.5	-2.3
CO[C@H]1CN(C)C(=O)c2cc(NC(=O)NC(C)C)ccc2OC[C@@H](C)N(CCC(F)(F)F)C[C@@H]1C	-1.9	.	-7.9[16.7 µM]	-1.3	4.3	.	4.7
O=C1NC(=Nc2ccccc2)S/C1=C/c1cccnc1	-0.3	0.5	0.9	-9.2	0.3	3.0	1.6
CC(C)Cc1ccc(CN2CCCC(NC(=O)c3ccoc3)C2)cc1 (stereo unspecified)	2.0	-1.4	.	-13.4	7.5	9.8	-13.6
O=C(O)c1ccc(NC(=S)Nc2ccc(S(=O)(=O)Nc3ccccn3)cc2)cc1	-0.4	0.9	43.7	6.5	.	24.2	-5.3
Cc1cccc(CCNS(=O)(=O)c2ccc3c(c2)NC(=O)CS3)c1	2.1	3.1	5.0	-7.1	8.3	-12.1	12.0
O=C(Cn1c(=O)oc2cc(S(=O)(=O)NCc3ccccc3)ccc21)N1CCCC1	0.1	-2.1	5.7	-5.5	.	5.6	.
C[C@H](CO)N1C[C@H](C)[C@H](CN(C)S(=O)(=O)c2cn(C)cn2)Oc2c(NS(=O)(=O)c3cn(C)cn3)cccc2C1=O	-3.8	-5.4	-5.1[16.7 µM]	-24.8	0.3	9.7	-21.5
CC(C)(C)c1ccc(C(=O)C=[N+]=[N-])cc1	0.0	.	-8.6	-10.3	-5.5	.	.
CCn1c(SCc2ccc(F)cc2)nnc1C1CCN(S(=O)(=O)c2ccc(OC)cc2)CC1	0.7	.	-7.1	7.3	1.9	.	11.3
Cc1ccccc1S(=O)(=O)N1CC[C@H]2[C@H](CO)Nc3ccc(C#Cc4ccccc4)cc3[C@H]21	20.1	9.5	3.9[16.7 µM]	3.6	-4.0	-3.5	-12.0

Reprinted at random: 3 compounds from above.
SMILES	Cneo AK release	SIRT5 inh	miR-122 sensor	ARNT-TACC3 inh	esBAF inh	ERp5 block	Statin myotox sup
C[C@H](CO)N1C[C@H](C)[C@H](CN(C)S(=O)(=O)c2cn(C)cn2)Oc2c(NS(=O)(=O)c3cn(C)cn3)cccc2C1=O	-3.8	-5.4	-5.1[16.7 µM]	-24.8	0.3	9.7	-21.5
COC(=O)c1c(-c2ccc(OC)cc2)oc2ccc(-c3cc(OC)c(OC)c(OC)c3)cc12	13.9	22.8*	-4.4	-7.0	6.5	-2.5	-14.0
O=C1NC(=Nc2ccccc2)S/C1=C/c1cccnc1	-0.3	0.5	0.9	-9.2	0.3	3.0	1.6
